ROC1-CUL1 inh = inhibitors of human ROC1-CUL1 ubiquitin ligase activity; E3 ubiquitin-protein ligase RBX1 (Homo sapiens) + Cullin-1 (Homo sapiens), P62877+Q13616; in vitro K48 di-Ub FRET, acceptor:donor ratio, 45 min; inhibition, % at 10 µM; hit rate 0.6% among 140,000; in the data active = inhibition above about 25%
Target sequence (P62877 whole entry, looked up): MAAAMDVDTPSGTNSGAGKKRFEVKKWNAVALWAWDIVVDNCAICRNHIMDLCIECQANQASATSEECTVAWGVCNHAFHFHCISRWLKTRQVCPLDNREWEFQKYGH
Target sequence (Q13616 whole entry, looked up): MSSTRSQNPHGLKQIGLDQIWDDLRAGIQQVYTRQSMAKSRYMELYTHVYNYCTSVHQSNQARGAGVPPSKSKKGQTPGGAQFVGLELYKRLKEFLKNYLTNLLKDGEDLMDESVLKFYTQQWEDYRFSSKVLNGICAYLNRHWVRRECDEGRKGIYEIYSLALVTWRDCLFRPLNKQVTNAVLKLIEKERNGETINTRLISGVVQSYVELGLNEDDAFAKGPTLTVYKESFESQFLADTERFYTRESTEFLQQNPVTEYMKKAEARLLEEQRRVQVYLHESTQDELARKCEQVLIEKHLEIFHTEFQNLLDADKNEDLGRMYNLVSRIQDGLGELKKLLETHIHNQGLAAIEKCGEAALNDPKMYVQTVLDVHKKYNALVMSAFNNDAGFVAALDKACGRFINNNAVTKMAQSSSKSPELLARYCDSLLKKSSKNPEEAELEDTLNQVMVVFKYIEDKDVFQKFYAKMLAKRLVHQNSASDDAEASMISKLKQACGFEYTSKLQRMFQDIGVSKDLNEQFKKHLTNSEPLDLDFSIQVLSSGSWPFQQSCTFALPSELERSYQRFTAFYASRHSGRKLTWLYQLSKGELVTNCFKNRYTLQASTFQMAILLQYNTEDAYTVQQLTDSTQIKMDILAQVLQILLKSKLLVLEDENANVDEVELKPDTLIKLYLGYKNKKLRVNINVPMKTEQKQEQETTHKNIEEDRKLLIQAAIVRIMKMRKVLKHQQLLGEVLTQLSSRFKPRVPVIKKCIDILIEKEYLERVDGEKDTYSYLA
Active calls of the source: *. Some of the compounds tested; the hit share may differ from the screen's.

SMILES | ROC1-CUL1 inh
CCCN(CCC)CCNC(=O)c1cc2c(=O)oc3ccc(C)cc3c2s1 | -2.3
ClC(Cl)=Cc1cc(-c2ccccc2)on1 | 1.0
COC(=O)c1ccc2oc(=O)c(S(=O)(=O)c3ccc(C)cc3)cc2c1 | 1.0
CN1C(=N)C(=S)N(c2ccc(Br)c3c2OC(C)(C)C3)C1=O | -6.3
CC(=O)Nc1ccc(Oc2cc(C#N)c(C#N)cc2N2CCCCCC2)cc1 | 10.8
Cc1ccnc(NC(c2cc(C)ccc2O)c2ccc3cccnc3c2O)c1 (stereo not given) | -2.2
COc1ccc(-c2cc(C(=O)OCC(=O)c3cccc(OC)c3)c3cccc(Cl)c3n2)cc1 | -3.2
CCOc1cc(Br)cc(C2NC(=O)c3c(sc4c3CCN(C)C4)N2)c1O (stereo not given) | 1.8
O=C(NCCCN1CCN(c2ccc(F)cc2)CC1)Nc1ccc(Cl)cc1 | -3.4
C=CCN1N=C(C)C(C)n2c1nc1c2c(=O)n(CCCC)c(=O)n1C (stereo not given) | -0.5
COC(=O)C1=C(C(=O)OC)SC(=C2C(=S)C(C)(C)N(C)c3ccc(C)cc32)S1 | -2.1
CC(c1ccccc1)C(O)(c1ccccc1)c1ccccc1 (stereo not given) | 4.3
Cc1cc(-n2cccn2)ccc1CNCc1cccnc1N(C)C | -6.1
CCS(=O)(=O)Nc1c(C)cc(C)cc1C | -3.4
COc1ccc(-c2[nH]nc3c2C(c2ccc(C(F)(F)F)cc2)C(C#N)C(=N)O3)cc1 (stereo not given) | 1.9
COc1cc(C2Nc3ccc4ccccc4c3C3=C2C(=O)CC(C)(C)C3)ccc1OCc1cc2c(cc1Cl)OCO2 (stereo not given) | -3.6
O=C1C2C3C=CC(CO)(O3)C2C(=O)N1c1cccc2ccccc12 (stereo not given) | -5.0
Cc1ccc(CNC(=O)c2nn(C)c3c2CS(=O)(=O)c2ccccc2-3)cc1 | -2.5
Cc1cc2ncn(S(=O)(=O)c3ccc(C(C)C)cc3)c2cc1C | 0.5
COc1cc(NC(=O)CCn2c(-c3ccccc3)cc(C(C)=O)c2C)cc(OC)c1 | 7.2
COc1ccc(-n2c(C)cn3c4c(=O)[nH]c(=O)n(C)c4nc23)cc1 | 7.5
O=C(CSc1nc2ccccc2nc1Cc1ccc(Cl)cc1)N1CCCc2ccccc21 | -1.5
Cc1ccc(CNS(=O)(=O)c2ccc3c(c2)CC(C)N3C(=O)C2CCC2)cc1 (stereo not given) | -6.5
CC(=O)Nc1ccc(S(=O)(=O)NNC(=O)CCc2ccccc2)cc1 | 4.9
COc1cccc(NC(=O)c2cccc3c2N=C2CCCCC2C3=O)c1 (stereo not given) | -3.7
CC1(C)Cc2c(sc3ncnc(N)c23)CO1 | -5.3
Cc1ccc(OC(C)C(=O)N2CCN(c3ccc(F)cc3)CC2)cc1 (stereo not given) | 5.0
Cc1cc(=O)n2nc(N3CCC(C(=O)Nc4ccc(Br)cc4F)CC3)sc2n1 | 3.4
COc1cc(C2c3c(n[nH]c3C)OC(=N)C2C#N)ccc1OC(C)C (stereo not given) | 13.6
CCC(Oc1ccccc1OC)C(=O)NC (stereo not given) | 3.5
Cc1ccc(N2c3ccccc3Sc3ccccc32)cc1 | -7.4
COc1ccccc1NC(=O)CSc1nc2sc3c(c2c(=O)n1-c1ccccc1)CC(C)(C)OC3 | -1.4
COc1ccc(CNC(=O)c2nn3c(C(F)(F)F)cc(-c4ccc(Br)cc4)nc3c2Br)cc1 | -6.6
O=C(c1csc2nc(-c3cccc(F)c3)cn12)N1CCSCC1 | 4.4
NC(=O)NN=CC1C(=O)NC(=S)N(c2cccc(C(F)(F)F)c2)C1=O (stereo not given) | -11.1
CC1=Nc2ncnn2C(c2ccc[nH]2)C1C(=O)Nc1ccccc1 (stereo not given) | 8.2
O=C1CC(C(=O)N2CCN(c3ccccc3)CC2)CN1CCc1ccc(F)cc1 (stereo not given) | 2.3
NC(=O)c1cc(S(=O)(=O)N2CCCCC2)cs1 | -0.4
O=C(C1CCOCC1)N(CC1CCN(Cc2ccccc2F)CC1)CC1CCCO1 (stereo not given) | 1.8
COC(=O)c1c(NC(=O)c2c(C)noc2C)sc2c1CCCC2 | 5.4
COc1ccc(N2C(=O)C(NC(=O)C(C)(C)C)(C(F)(F)F)C3=C2CC(C)(C)CC3=O)cc1 (stereo not given) | 4.8
CN(CC(=O)Nc1ccccn1)S(=O)(=O)c1ccc(Cl)cc1 | 0.1
CC(NC(=O)c1ccncc1)c1ccc(C(C)(C)C)cc1 (stereo not given) | 6.6
CCN(CCN(C)C)C(=O)C1CCN(S(=O)(=O)c2c(C)noc2/C=C/c2ccccc2F)CC1 | 2.1
C#CC(C)(C)OCC(O)CN1CC(C)OC(C)C1 (stereo not given) | 4.5
COc1ccccc1NC(=O)CCCc1ccccc1 | 4.8
CC1N=C2c3ccccc3N=C(SCC(=O)NCCc3ccc(Cl)cc3)N2C1=O (stereo not given) | -1.8
Cc1ccsc1/C=N/NC(=O)c1ccccn1 | -0.6
CN1CCCN(C2C3CC4CC(C3)CC2C4)CC1 (stereo not given) | -1.4
COC(=O)c1c(NC(=O)/C=C/C(=O)O)sc(C)c1-c1cc(C)ccc1C | -3.4
CC1(C)CCC2=NC(=O)C(C#N)=CC2C1 (stereo not given) | 0.4
O=C1C(=O)N(CCc2c[nH]c3ccccc23)C(c2ccccc2Cl)C1C(=O)c1ccccc1 (stereo not given) | -3.7
Cc1ccc(F)cc1CNC(=O)C1CCC(=O)N(Cc2cccc(F)c2)C1 (stereo not given) | -1.5
O=C(CCS(=O)(=O)c1cc2c3c(c1)CCN3C(=O)CC2)NCc1ccc(F)cc1 | 0.0
COC(=O)c1c(NC(=O)CCCOc2cccc(C)c2)sc2c1C(C(=O)OC)CC2 (stereo not given) | 1.0
COc1ccc(C(=O)Nc2ccc3nc(N4CCC(C)CC4)cc(C)c3c2)cc1 | -0.1
Cc1ccc(OCC(=O)Nc2cc(-c3cccc(C)c3)nn2-c2ccccc2)cc1 | 1.9
CCOc1cc(C2CC(=O)Nc3cc(OC)c(OC)cc32)ccc1O (stereo not given) | 0.5
O[C@H]1CN(Cc2cc3ccccc3s2)C[C@@H]1N1CCN(c2ccccn2)CC1 | -5.1
CCN1C(=O)/C(=C/c2ccc(Cl)cc2)N(C)C1=S | -15.1

Additional entries
SMILES | ROC1-CUL1 inh
CC(C)COc1cccc(-c2cc(C(=O)NC(=S)Nc3ccccc3O)c3ccccc3n2)c1 | 2.9
CC1=NN(c2cccc(Cl)c2)C(=O)C1C=Nc1cccc(C(F)(F)F)c1 (stereo not given) | 1.9
CCOC(=O)c1cc(-c2ccccc2)n(-c2cccc(C(=O)Nc3cc(OC)cc(OC)c3)c2)c1C | 2.4
COc1ccc(CCN(CC2CCN(C)CC2)C(=O)C2(C)CC2)cc1 | 4.6
COCCOc1ccc(C(=O)Nc2ccccc2Cl)cc1 | -10.1
Cn1c(=O)c2c(ncn2CC(O)CNc2ccc(Br)cc2)n(C)c1=O (stereo not given) | 15.0
CN(C)C(=S)c1ccc(C(=S)N(C)C)s1 | -3.3
CCC(C(=O)N(C)Cc1ccccc1)n1nc(C)c2sc3ccccc3c2c1=O (stereo not given) | 3.9
Cc1ccc(NC(=O)Cn2nnc(C(=O)NCCc3ccccc3)c2N)cc1Cl | 1.9
Cc1ccc2nc(-c3cc(NC(=O)COc4ccc(C)c(C)c4)ccc3Cl)oc2c1 | -2.1
C=CCN(CC=C)C(=O)C1CC(=O)c2sc(NC(=O)CC)nc2C1 (stereo not given) | -5.2
COc1cc(S(=O)(=O)Nc2ccccc2C)ccc1N=CC1C(=O)N(c2ccc(Cl)cc2)N=C1C (stereo not given) | 4.5
Cc1ccc(C(=O)Nc2ccc(C(=O)OCc3cc(=O)n4c5c(sc4n3)CCCC5)cc2)cc1 | 0.9
COc1ccc(N(Cc2cccs2)C(=O)Nc2ccccc2)cc1 | -0.1
Nc1ncc(-c2nc3ncccc3[nH]2)s1 | 8.1
COc1ccccc1NC(=O)CSc1oc(-c2ccco2)nc1S(=O)(=O)c1ccc(C)cc1 | -1.9
CCOCCCNCc1c(C(=O)N2C[C@@H](C)O[C@@H](C)C2)nc2sccn12 | 7.4
O=C(NC(=S)Nc1ccc(Cl)cc1Cl)C1CCC1 | -2.1
COC1(OC)C(C=Cc2ccccc2)C(C#N)(S(=O)(=O)c2ccccc2)C1(OC)OC (stereo not given) | -2.5
O=C1OCC=NN1c1cc(Cl)ccc1Cl | 4.0
CCn1ncc(CNC(=O)C2CCCC2)c1C | 13.1
O=C(OC(Cn1ccnc1)c1ccccc1)c1ccc(Cl)cc1Cl (stereo not given) | 2.5
CCOc1ccc2ccccc2c1/C=N/NC(=O)CSc1ccc(OC)cc1 | 10.8
CC(=O)N(CC1CCc2ccccc2C1=O)C(C(=O)O)C(C)C (stereo not given) | -8.1
C=C(C)COc1cc(O)c2c(=O)cc(-c3ccccc3)oc2c1 | -2.3
CCN(c1ccccc1)S(=O)(=O)c1ccc(NC(=S)NC(=O)C2CCCCC2)cc1 | 6.3
COc1cccc(CNC(=O)c2ccc(NC(=O)N3CCCCc4ccccc43)cc2)c1 | -10.6
COc1cccc(CC(C2CCN(C(=O)Cc3c(C)noc3C)CC2)N(C)C(=O)c2ccsc2)c1 (stereo not given) | 8.5
CC1(C)CC2(C)CC3=C(C(=O)C(O)C(C)(C)C3)C(C(=O)O)(C1)C2 (stereo not given) | 6.0
Cc1ccc(C(=O)c2cn(Cc3cccc(Cl)c3)c3nc(C)ccc3c2=O)cc1 | 6.1
COc1ccccc1Nc1nc2c(S(=O)(=O)c3ccc(C(C)C)cc3)nnn2c2ccsc12 | -5.8
Cc1nc([N+](=O)[O-])c(N2CCCCC2)n1Cc1ccccc1 | 11.2
CCc1cccc(NC(=O)CN2C(=O)COc3ccc(S(=O)(=O)Nc4ccccc4)cc32)c1 | -1.7
O=C1ON=C(c2ccccc2)/C1=C\c1cccc(O)c1 | 0.4
CCc1ccc(S(=O)(=O)N2CCSC2c2ccc(OCc3ccccc3)cc2)cc1 (stereo not given) | -3.2
O=S(=O)(c1ccc(-c2cnc(C3CC3)o2)cc1)N1CCN(c2cccc(Cl)c2)CC1 | -3.1
O=C(NCc1ccccc1)c1cccc(C(=O)NCc2ccccc2)n1 | 0.8
COc1ccc(OC)c(NC(=O)c2cccn2-c2nnc(N3CCCCC3)s2)c1 | 1.0
Cc1ccc(S(=O)(=O)Nc2cc3c(cc2C)n(C)c(=O)c(=O)n3C)cc1 | 10.6
COc1ccc(N(CC(C)C)S(=O)(=O)c2nnc(NC(=O)c3ccco3)s2)cc1 | -3.5

Grouped by structure, those above containing two or more sulfur atoms.
SMILES | ROC1-CUL1 inh
COC(=O)C1=C(C(=O)OC)SC(=C2C(=S)C(C)(C)N(C)c3ccc(C)cc32)S1 | -2.1
COc1ccccc1NC(=O)CSc1nc2sc3c(c2c(=O)n1-c1ccccc1)CC(C)(C)OC3 | -1.4
O=C(c1csc2nc(-c3cccc(F)c3)cn12)N1CCSCC1 | 4.4
NC(=O)c1cc(S(=O)(=O)N2CCCCC2)cs1 | -0.4
CN(C)C(=S)c1ccc(C(=S)N(C)C)s1 | -3.3
COc1ccccc1NC(=O)CSc1oc(-c2ccco2)nc1S(=O)(=O)c1ccc(C)cc1 | -1.9
CCN(c1ccccc1)S(=O)(=O)c1ccc(NC(=S)NC(=O)C2CCCCC2)cc1 | 6.3
COc1ccccc1Nc1nc2c(S(=O)(=O)c3ccc(C(C)C)cc3)nnn2c2ccsc12 | -5.8
CCc1ccc(S(=O)(=O)N2CCSC2c2ccc(OCc3ccccc3)cc2)cc1 (stereo not given) | -3.2
COc1ccc(N(CC(C)C)S(=O)(=O)c2nnc(NC(=O)c3ccco3)s2)cc1 | -3.5

Continuation.
SMILES | ROC1-CUL1 inh
CCCN(CCC)CC(O)COc1ccc2c(c1)OCO2 (stereo not given) | -0.3
CN=C(N)c1nnc(N)n1-c1ccc(OC)cc1 | 6.2
COc1cc([N+](=O)[O-])c(Cl)cc1N=CC1C(=O)N(c2cccc(Cl)c2)N=C1C (stereo not given) | -1.8
CC(C)(C)c1ccc(C(=O)OCC(=O)c2ccc3c(c2)OCCO3)cc1 | -8.1
CCOc1ccc(NC(=O)C2CC(=O)NC(=Nc3ccc(Cl)c(Cl)c3)S2)cc1 (stereo not given) | 3.0
CC(=O)N1CCCc2cc(S(=O)(=O)N3CCCC(C(=O)NCc4ccc(Cl)cc4)C3)ccc21 (stereo not given) | 6.2
O=C(NCC(c1ccco1)S(=O)(=O)c1cccs1)c1ccc(F)cc1 (stereo not given) | 2.7
CCOC(=O)c1ccccc1NC(=O)C(C)c1cccc(C(=O)c2ccccc2)c1 (stereo not given) | 3.2
O=C(c1ccccc1)N1CCN(C(=O)c2ccco2)CC1 | 4.9
O=C1NN(c2ccc(I)cc2)C(=O)/C1=C\c1ccc(-c2cccc(C(=O)O)c2)o1 | 32.5*
COc1cc(OC)cc(-n2c(=O)c3sccc3n(Cc3cc(=O)n4c(C)cccc4n3)c2=O)c1 | -9.8
CC1CCCC1OCC(O)CN1CCc2ccccc2C1 (stereo not given) | 3.2
CC(=O)OC1CC[C@@]2(C)C(CC[C@]3(C)C2CCC2C4[C@H](C(C)C)CC[C@]4(CCO[N+](=O)[O-])CC[C@]23C)C1(C)C (stereo not given in full) | -1.0
Cc1ccccc1-c1nc(NC(=O)CSc2ncnc3sc4c(c23)CCCC4)ns1 | -13.3
CNC1(C)C(C(C)C)CCC1(C)O (stereo not given) | -2.1
Cc1ccc(S(=O)(=O)NC2CCC(C)CC2)cc1 (stereo not given) | 1.1

Bioassay records deposited in PubChem by Icahn School of Medicine at Mount Sinai.
